FN deposit inh: fibronectin deposition inhibition. AH1F fibroblasts, Alexa488-fibronectin deposition fluorescence, overnight. inhibition, % at 12.6 µM. 350,000 tested, 0.086% active. AID 743247;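 active = mean inhibition across replicates of 30% or more, regardless of how many single replicates reach that level; inconclusive = mean under 30% yet at least half of replicates reach 30%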;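 note: positive control wells lacked labelled fibronectin entirely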
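Material – AH1F fibroblast monolayer, labelled fibronectin deposition · Reagent – labelled fibronectin 24 nM · Timing – 1 h adhesion, overnight exposure · Measured by – fluorescence at 485 nm excitation, 525 nm emission · Read-out – inhibition of fibronectin deposition signal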
PGC1a acetyl inh: modulators of PGC1a acetylation. 350,000 tested, 0.17% active. inhibition, % at 15.6 µM. AID 651687. U2OS PGC1a acetylation, AlphaScreen anti-acetyl-lysine; with virally co-expressed GCN5 acetyltransferase;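 active = every replicate shows inhibition of at least 40%; inconclusive = mean inhibition at least 40% but some replicate below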;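 note: 0% = neutral control wells and 100% = positive control wells; some results beyond the cut were filed as inactive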
PAX8 reporter: inhibitors of PAX8 transcriptional activity in RMG-I cells. RMG-I TPO-luciferase reporter, SteadyGlo, 24 h. inhibition, % at 12.6 µM. 360,000 tested, 1.2% active. AID 652154;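 active = mean replicate inhibition at least 60% with every replicate also reaching 60%; inconclusive = only one of the two criteria is met; inactive = mean below 60% and not all replicates reaching 60%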;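 note: luciferase light reporting Pax8 driven TPO promoter activity; plate controls were median of neutral control wells for no effect and mitoxantrone controls for full effect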
ERAP1 HTS inh: blocks human ERAP1 aminopeptidase activity | recombinant ERAP1, Leu-AMC fluorescence, 60 min | 340,000 tested, 0.15% active | inhibition, % at 10.7 µM | AID 652197;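 active = mean replicate inhibition of at least 30%, or all replicates individually reaching that 30% level; inactive = mean below 30% and not every replicate reaching it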;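 note: 0% = neutral control wells and 100% = L-leucinethiol positive control wells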
Target sequence (Q9NZ08 whole entry, looked up): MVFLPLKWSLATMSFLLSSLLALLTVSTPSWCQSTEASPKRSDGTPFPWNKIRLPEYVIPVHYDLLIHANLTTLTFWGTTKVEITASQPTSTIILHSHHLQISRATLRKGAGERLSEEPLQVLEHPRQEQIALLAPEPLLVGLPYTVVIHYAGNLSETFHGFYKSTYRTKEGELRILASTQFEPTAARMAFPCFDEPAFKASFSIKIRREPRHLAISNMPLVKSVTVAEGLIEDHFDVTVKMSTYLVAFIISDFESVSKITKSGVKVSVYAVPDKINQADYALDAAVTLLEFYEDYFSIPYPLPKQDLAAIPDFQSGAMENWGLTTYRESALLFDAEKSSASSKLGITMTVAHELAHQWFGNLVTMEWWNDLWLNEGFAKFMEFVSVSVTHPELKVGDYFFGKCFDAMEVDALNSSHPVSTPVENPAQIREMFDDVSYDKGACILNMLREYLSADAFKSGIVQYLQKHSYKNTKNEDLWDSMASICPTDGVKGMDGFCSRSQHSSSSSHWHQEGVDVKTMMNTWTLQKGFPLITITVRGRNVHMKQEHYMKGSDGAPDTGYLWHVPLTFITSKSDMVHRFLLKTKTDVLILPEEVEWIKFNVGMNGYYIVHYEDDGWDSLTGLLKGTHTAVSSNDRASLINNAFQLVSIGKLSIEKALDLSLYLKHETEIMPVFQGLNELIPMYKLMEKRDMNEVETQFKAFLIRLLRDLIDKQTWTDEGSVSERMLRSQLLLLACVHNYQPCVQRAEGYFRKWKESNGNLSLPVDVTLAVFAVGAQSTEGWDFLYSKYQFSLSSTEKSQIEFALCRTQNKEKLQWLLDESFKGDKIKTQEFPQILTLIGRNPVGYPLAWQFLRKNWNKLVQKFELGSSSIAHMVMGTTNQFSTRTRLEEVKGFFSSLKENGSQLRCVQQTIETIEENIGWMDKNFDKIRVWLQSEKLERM
EWS-Fli block: EWS/Fli transcriptional activity inhibition; A673 NR0B1-luciferase reporter, viability-normalised; inhibition, % at 12.6 µM; 350,000 tested, 0.67% active; AID 651661;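 active = mean inhibition of at least 50% after viability correction, with every replicate also passing that limit; inconclusive = mean reaches 50% but only one of two replicates passes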;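 note: firefly luciferase signal divided by Alamar Blue viability fluorescence both relative to DMSO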
S100A4 MyoIIA: blocks human S100A4 binding to myosin IIA peptide; P26447; S100A4/TAMRA-MyoIIA peptide fluorescence polarization; inhibition, % at 10.7 µM; 360,000 tested, 0.14% active; AID 652163;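 active = mean inhibition of at least 70% across replicates, with every replicate also reaching that level; inconclusive = mean inhibition reaches 70% but some replicates fall short; inactive = mean inhibition below 70%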
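Material: S100A4 monomer protein | Medium: HEPES pH 7.2 with CaCl2, KCl, NaCl, DTT, Triton | Reagent: Labelled myosin peptide probe, 5 nM | Doses: One dose per compound | Times: 5 min incubation before reading | Benchmarks: Neutral control DMSO, positive control TFP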
PglD DTNB: inhibitors of Campylobacter jejuni PglD acetyltransferase; purified PglD enzyme, DTNB colorimetric CoA detection; inhibition, % at 12.5 µM; 360,000 tested, 0.098% active; in the data active = inhibition above about 16%, passing the limit was not always enough; inconclusive = no clear call, values can overlap the other calls; note: strong numbers were not always called active
LGR2 inh: inhibitors of bursicon-induced Drosophila LGR2 receptor cAMP signaling | HEK293 LGR2, CRE-luciferase, bursicon-stimulated, 4 h | inhibition, % at 9.99 µM | 380,000 tested, 0.35% active;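 active = drop in luminescence signal, shown as inhibition above about 50% in the replicate tests, limit read from the data, passing the limit was not always enough; inconclusive = probably only some replicates passing the limit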;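 note: agonist challenge used bursicon conditioned medium at about half maximal strength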
Starred values were filed as active, the others as inactive; ? = inconclusive; . = no result given.

Each structure is followed by: FN deposit inh, PGC1a acetyl inh, PAX8 reporter, ERAP1 HTS inh, EWS-Fli block, S100A4 MyoIIA, PglD DTNB, LGR2 inh
COc1ccc(-c2cc(-c3nc4ccccn4c3NCc3ccccc3)ccc2OC)cc1
  29, ., 102*, -1, 76*, 7, -9, 100*
O=C(CSc1nc2c(c(C(F)(F)F)n1)CCc1ccccc1-2)NCc1ccc(F)cc1
  7, -2, ., ., ., ., -5, -6
C[C@H]1CCCCO[C@H](CN(C)C(=O)Cc2ccccc2)[C@@H](C)CN([C@@H](C)CO)C(=O)c2cc(NC(=O)Nc3ccccc3)ccc2O1
  8, 3, -1, -1, -2, -4, 3, 15
C=CCOC(=O)C1=C(C)OC(N)=C(C#N)C1c1ccco1 (centres undefined)
  5, -1, -4, 1, 1, -3, ., 5
COc1ccccc1NC(=O)CCNS(=O)(=O)c1ccc2c(c1)CC(C)N2C(=O)C1CC1 (centres undefined)
  2, -12, 0, -2, ., -2, -2, -2
O=S(=O)(c1ccccc1F)N1CCCCN2[C@H](C1)[C@H](c1ccc(-c3ccccc3)cc1)[C@@H]2CO
  ., -5, 37, 1, 15, 1, 0, 16
Cc1ccc(S(=O)(=O)N(C)C[C@@H]2OCCCC[C@@H](C)Oc3ccc(NC(=O)CCC(F)(F)F)cc3C(=O)N([C@H](C)CO)C[C@H]2C)cc1
  -2, 2, 18, -2, 0, -5, -6, 5
COCC(=O)N(C)C[C@@H]1Oc2ncc(C#CC(C)(C)O)cc2C(=O)N([C@@H](C)CO)C[C@H]1C
  2, 0, 18, -4, 0, 13, 2, -16
COc1ccc2c3c([nH]c2c1)[C@@H](CO)N(C(=O)NC(C)C)CC31CN(C(=O)c2cccnc2)C1
  ., -1, ., 0, 6, -20, ., 4
C[C@@H]1CN([C@@H](C)CO)C(=O)c2cc(NC(=O)C3CC3)ccc2O[C@H]1CN(C)C(=O)Nc1ccc(F)cc1
  ., -2, -5, 2, ., -69, 8, -2
C[C@@H](O)C#Cc1cnc2c(c1)C(=O)N([C@@H](C)CO)C[C@H](C)[C@H](CN(C)C(=O)Nc1ccc(C(F)(F)F)cc1)O2
  2, 2, -17, ., -8, -9, 1, 7
Cc1ccc(-c2ccc(C3=CC(=O)CC(C)(C)C3=O)cc2)cc1
  ., 7, -110, -4, -143, -5, -10, -146
Cn1c(N)c(C(=O)COC(=O)c2ccc(F)cc2Cl)c(=O)n(C)c1=O
  2, 9, -6, 1, -2, 6, -6, 7
COc1ccc(C(CNC(=O)C(C)(C)Oc2ccc(Cl)cc2)N2CCCC2)cc1 (centres undefined)
  -2, -2, 9, 0, -4, -3, 4, 3
COCC(=O)N1CC2(CCN(Cc3cccnc3)CC2)c2c(n(C)c3cc(OC)ccc23)[C@@H]1CO
  -11, -4, -3, -1, 7, 11, ., -13

Ordered by the number under LGR2 inh (highest first): 7 from the list above.
mol | LGR2 inh
O=S(=O)(c1ccccc1F)N1CCCCN2[C@H](C1)[C@H](c1ccc(-c3ccccc3)cc1)[C@@H]2CO | 16
Cc1ccc(S(=O)(=O)N(C)C[C@@H]2OCCCC[C@@H](C)Oc3ccc(NC(=O)CCC(F)(F)F)cc3C(=O)N([C@H](C)CO)C[C@H]2C)cc1 | 5
COc1ccc2c3c([nH]c2c1)[C@@H](CO)N(C(=O)NC(C)C)CC31CN(C(=O)c2cccnc2)C1 | 4
COc1ccc(C(CNC(=O)C(C)(C)Oc2ccc(Cl)cc2)N2CCCC2)cc1 (centres undefined) | 3
O=C(CSc1nc2c(c(C(F)(F)F)n1)CCc1ccccc1-2)NCc1ccc(F)cc1 | -6
COCC(=O)N1CC2(CCN(Cc3cccnc3)CC2)c2c(n(C)c3cc(OC)ccc23)[C@@H]1CO | -13
Cc1ccc(-c2ccc(C3=CC(=O)CC(C)(C)C3=O)cc2)cc1 | -146

The results go on:
Each structure is followed by: FN deposit inh, PGC1a acetyl inh, PAX8 reporter, ERAP1 HTS inh, EWS-Fli block, S100A4 MyoIIA, PglD DTNB, LGR2 inh
C[C@@H]1CN([C@H](C)CO)S(=O)(=O)c2ccc(C#CCN(C)C)cc2O[C@H]1CN(C)Cc1ccc(F)cc1
  6, -17, ., 3, 24, -1, 3, -12
Cc1ccc(S(=O)(=O)NCC(=O)N2CCN(S(=O)(=O)c3ccc(Cl)cc3)CC2)cc1C
  -7, 3, 5, -3, 3, -1, 5, 2
COc1ccc(Cl)cc1S(=O)(=O)N1CCCC(C(=O)NCc2ccccn2)C1 (centres undefined)
  -1, 1, 10, -3, -1, -1, ., 19
O=C(C[C@H]1CC[C@@H]2[C@H](COC[C@@H](O)CN2C(=O)c2ccccc2)O1)NCc1cccc(F)c1
  -8, -9, -4, -4, -2, -100, 5, 10
CSCCC(N=C1NS(=O)(=O)c2ccccc21)C(=O)N1CCCC(C(N)=O)C1 (centres undefined)
  2, -15, -1, -2, -4, -11, -2, -6
Cc1ccn(CC(=O)O)c(=O)c1
  -4, 5, -13, ., ., ., 4, .
CCC1CCC(N2CCN(c3ccc([N+](=O)[O-])cc3)CC2)CC1 (centres undefined)
  -4, 0, 13, 5, -10, 5, 1, 9
CN(CC1CCCN(CCc2ccc(Cl)cc2)C1)C(=O)C(=O)c1ccco1 (centres undefined)
  -10, -14, -11, -3, ., -3, ., 2
CC(C)(C)c1ccc(S(=O)(=O)NCc2ccc(C(=O)N3CCCC3)cc2)cc1
  ., 2, ., 1, 7, 2, -5, -10
CC(=O)N(C)C[C@H]1[C@H](c2ccc(-c3ccc(F)cc3)cc2)[C@@H](CO)N1C(C)=O
  13, -3, 0, 4, 3, -2, 7, -5
Cc1ccc(-c2nc3ncccc3o2)cc1NC(=O)c1ccccc1
  -2, 12, -7, 3, -13, -6, ., -1
CCCC(=O)Nc1ccc(S(=O)(=O)Nc2nccs2)cc1
  -3, 9, -8, ., 1, -1, ., 14
Cc1cc(C)cc(NC(=O)Cc2ccc(-n3cccc3)cc2)c1
  -10, 4, 7, ., ., ., -4, -3
C/C(=N\NC(N)=S)c1cc(-c2ccccc2)c(-c2ccccc2)s1
  -28, ., 6, 0, 34, 0, -4, 14
CC(C)OC(=O)c1cc2ccccc2[nH]1
  -1, 6, -86, ., ., ., -3, .

Individual results from the results shown.
Result for `C[C@@H]1CN([C@H](C)CO)S(=O)(=O)c2ccc(C#CCN(C)C)cc2O[C@H]1CN(C)Cc1ccc(F)cc1` in EWS-Fli block: 24
Result for `CSCCC(N=C1NS(=O)(=O)c2ccccc21)C(=O)N1CCCC(C(N)=O)C1` (centres undefined) in PGC1a acetyl inh: -15
Result for `CC(C)(C)c1ccc(S(=O)(=O)NCc2ccc(C(=O)N3CCCC3)cc2)cc1` in PGC1a acetyl inh: 2

An excerpt from above, limited to ERAP1 HTS inh:
canonical_smiles | ERAP1 HTS inh
CN(CC1CCCN(CCc2ccc(Cl)cc2)C1)C(=O)C(=O)c1ccco1 (centres undefined) | -3
CC(C)(C)c1ccc(S(=O)(=O)NCc2ccc(C(=O)N3CCCC3)cc2)cc1 | 1

Remaining list, next part:
Each structure is followed by: FN deposit inh, PGC1a acetyl inh, PAX8 reporter, ERAP1 HTS inh, EWS-Fli block, S100A4 MyoIIA, PglD DTNB, LGR2 inh
CC(C)NCC#CCOc1ccc(Cl)cc1
  -4, ., -6, 2, -12, ?, ., -2
O=C(Nc1cccc(C(F)(F)F)c1)c1csc([C@@H]2O[C@H](CO)[C@@H](O)[C@H]2O)n1
  -3, -4, 10, 1, -7, -4, ., 4
C/C(=N\NS(=O)(=O)c1ccc([N+](=O)[O-])cc1)c1cccs1
  -3, ., -3, -2, -6, -4, ., 3
N/C(=N\OC(=O)Oc1ccccc1)c1ccc(Br)cc1
  0, 9, -2, ., ., ., 4, .
Cc1ccc(NCc2nc3ccccc3n2C)cc1C
  7, ., -67, -2, -76, -3, 1, -48
CC(=O)c1ccccc1NC(=O)CSc1n[nH]c(=O)n1C1CC1
  16, 2, 27, 2, 10, -2, ., 2
Cc1cccc(C)c1NC(=O)CN1C(=O)C2CC=CCC2C1=O (centres undefined)
  8, 3, -3, -1, -2, 0, 0, -7
Cc1c(-c2cc(C(=O)O)no2)cnn1C
  4, 3, -1, 1, -1, 0, ., -17
CNC(=O)C[C@H]1CC[C@H]2[C@@H](COC[C@@H](O)CN2C(=O)c2ccccn2)O1
  3, -7, 0, -7, -7, -14, -3, -5
CCN1/C(=C/c2ccc3ccccc3[n+]2CCCS(=O)(=O)[O-])C=Cc2cc(C)ccc21
  -1, 9, 4, 22, -4, -10, -2, 1
CCn1c(=O)cc(OCC(=O)N2CCN(c3ccc(F)cc3)CC2)c2ccccc21
  1, ., -13, 5, 13, -4, ., -5
CCC(=O)N1CC(=O)N2[C@@H](CO)[C@@H](c3ccc(C#CC(C)C)cc3)[C@@H]2C1
  ., 6, 15, 0, -6, 7, ., -8
C[C@@H]1CN([C@@H](C)CO)C(=O)c2cccc(NC(=O)Nc3ccc4c(c3)OCO4)c2O[C@H]1CN(C)C(=O)Nc1ccc(F)cc1
  ., -4, -18, ., 4, ., -1, 1
CCN(CC)c1ccc(C=Nc2cccnc2Cl)c(O)c1
  -3, -8, -10, 1, -6, 9, -4, 24
O=C(c1ccccc1)N1CCN(C(=O)c2ccc3c(c2)OCCO3)CC1
  ., ., 6, 1, -5, -2, ., 5
CCOC(=O)c1nnc(-c2ccccc2)o1
  2, 8, -1, ., ., ., -3, .
C[C@H](CO)N1C[C@H](C)[C@@H](CN(C)C(=O)C2CCCCC2)Oc2ncc(Br)cc2C1=O
  ., -1, -50, 1, -3, 42, 2, -17
COCC(=O)N1CCCCN2[C@H](C1)[C@H](c1ccc(C#Cc3cccnc3)cc1)[C@@H]2CO
  ., 9, 11, 1, -4, 16, -2, 7

Bioassay records (PubChem BioAssay)
